PI4K2A inh: blocks human PI4K2A kinase activity; Q9BTU6; purified PI4K2A, ADP-Glo luminescence, 1 h; stronger effect = lower value; activity change, negative = inhibition, % at 76.9 µM; hit rate 0.13% among 420,000; in the data active = activity change below about -50%; inconclusive = mostly about -30% to -49%;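 note: -100% = wells without enzyme as full effect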
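Compounds are screened against recombinant PI4K2A using PI as substrate and ATP, the latter dispensed at 300 microM. Reactions run one hour at ambient temperature before ADP-Glo detection; full inhibition defined by wells lacking enzyme.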
IDH1 R132H inh: human IDH1 R132H inhibition; IDH1-R132H enzyme, NADPH consumption, diaphorase/resazurin fluorescence; Potency, µM (highest dose often 76.6 µM), inactives show at the top dose activity change, negative = inhibition, hits mostly inhibitors; hit rate 0.093% among 390,000; AID 602179; note: potency is the fitted concentration of half-maximal effect; nearly all actives have a fitted effect of over 65% in size
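IDH1-R132H (0.5 ug/mL) preincubated 30 min with compound, then NADPH (0.016 mM) and alpha-KG (2 mM) added; 80 min at RT, pH 7.5. Remaining NADPH coupled via diaphorase/resazurin to fluorescence (540/590 nm); concentration-response curves normalized to no-enzyme control.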
USP1 inh: blocks the human USP1/UAF1 deubiquitinase complex; O94782; recombinant USP1/UAF1, Ub-Rhodamine cleavage fluorescence; Potency, µM (series often up to 57.1 µM), inactives show top-dose activity change, negative = inhibition, most hits filed as inhibitors; hit rate 0.23% among 390,000; AID 743255; note: potency is the fitted concentration of half-maximal effect; nearly all actives have a fitted effect of over 60% in size; inactives centre near -12
Target sequence (O94782 whole entry, looked up): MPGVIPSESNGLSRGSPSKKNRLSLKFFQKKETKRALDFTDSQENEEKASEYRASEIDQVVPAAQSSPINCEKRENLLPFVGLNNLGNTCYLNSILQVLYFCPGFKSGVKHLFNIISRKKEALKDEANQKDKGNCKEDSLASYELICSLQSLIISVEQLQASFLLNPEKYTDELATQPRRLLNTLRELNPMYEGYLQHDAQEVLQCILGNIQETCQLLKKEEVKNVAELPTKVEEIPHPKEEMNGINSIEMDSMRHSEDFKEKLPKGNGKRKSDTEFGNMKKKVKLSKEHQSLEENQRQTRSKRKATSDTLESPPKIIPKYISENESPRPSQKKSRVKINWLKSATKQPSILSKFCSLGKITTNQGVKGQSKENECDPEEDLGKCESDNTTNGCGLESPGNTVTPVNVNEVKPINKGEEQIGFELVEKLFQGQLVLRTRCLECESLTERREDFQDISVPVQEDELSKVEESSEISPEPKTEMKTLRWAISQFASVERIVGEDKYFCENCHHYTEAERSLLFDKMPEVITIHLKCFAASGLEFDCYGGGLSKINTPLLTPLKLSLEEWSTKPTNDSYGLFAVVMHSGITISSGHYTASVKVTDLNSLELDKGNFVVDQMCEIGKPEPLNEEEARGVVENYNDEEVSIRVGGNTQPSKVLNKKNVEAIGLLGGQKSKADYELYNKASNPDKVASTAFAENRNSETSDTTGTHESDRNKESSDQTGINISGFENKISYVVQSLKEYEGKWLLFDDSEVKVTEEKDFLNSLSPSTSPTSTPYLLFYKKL
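USP1/UAF1 complex at 1 nM was preincubated with compound for 15 min at room temperature, then Ub-Rho substrate (150nM final) was added. Fluorescence (480/540 nm) was read kinetically, 6 reads every 60 seconds.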
The depositor's hits bear a star; ? = inconclusive. Unless noted, calls come from the whole dose curve; as a rule, active = well fitted inhibition curve with a large enough effect; inconclusive = small, poorly fitted or top-dose-only effect; inactive = no such curve, though single readings can be large or run the other way. Unless noted, % is set by controls: 0 for no effect and ±100 for the full control effect.

SMILES	PI4K2A inh	IDH1 R132H inh	USP1 inh
Cc1c(-c2ccccc2)n(O)c(-c2ccc(N(C)C)cc2)[n+]1[O-]	8.2	4.5%	-14.2%
Cc1ccc(CN2CCC[C@]3(N[C@H](c4ccc(C(F)(F)F)cc4)[C@@H]4C(=O)N(C)C(=O)[C@@H]43)C2=O)cc1	-7.0	-3.9%	-4.9%
C[C@H](O)[C@@H]1C(=O)N2CCc3ccc(-c4ccccc4)cc3[C@@H]2C[C@@H]1N(C)C(=S)Nc1ccc(F)cc1	0.3	-12.6%	?
CCCCCC(=O)N1C[C@@H](O)[C@H](n2cc(-c3ccc(F)cc3)nn2)C[C@@H]1c1ccccc1	-1.7	-5.6%	-19.8%
COc1cccc(NC(=O)N(C)C[C@H]2Oc3ncc(Br)cc3C(=O)N([C@H](C)CO)C[C@H]2C)c1	-2.8	-2.5%	-5.2%
O=C(O)Cn1ccc2cc(S(=O)(=O)N3CCCCC3)ccc21	1.5	-0.4%	-18.4%
CCc1ccc(/C=C2\SC(=S)N(CCCC(=O)N3CCN(C)CC3)C2=O)cc1	-0.2	-3.2%	-27.1%
COc1ccccc1C(=O)C1CCCN(C(=O)c2ccc(Cl)cc2)C1 (stereo unspecified)	-2.8	12.7%	-27.0%
CCCN(CC(=O)Nc1ccccc1OC)C(=O)CN1C(=O)NC(C)(C)C1=O	1.2	-11.6%	2.8%
CC#CCOCC1CN(C)C(=O)O1 (stereo unspecified)	-1.3	1.9%	-18.0%
COc1cccc(Nc2nc3cc(C)ccc3cc2C)c1	-4.1	-9.2%	-17.8%
COc1cc2nc3n(c(=O)c2cc1OC)-c1cc2ccccc2cc1C(=O)NC3CC(C)C (stereo unspecified)	-5.3	-7.1%	-25.6%
COc1cccc(C(=O)N2CCN(Cc3nc(-c4ccoc4)oc3C)CC2)c1	-2.6	-7.6%	-10.8%
Nn1c(SCC(=O)NC2CCCCCC2)nnc1-c1ccco1	9.8	8.2%	-21.6%
C[C@H]1CN([C@@H](C)CO)C(=O)CCCn2nncc2CO[C@@H]1CN(C)Cc1cccc(O)c1	8.7	11.3%	-25.3%
Cc1ccccc1SCC(=O)NCC1(N2CCCCC2)CCCCC1	-5.4	8.2%	-23.0%
COc1ccc(C#CC2=CC(=O)CC(C)(C)C2)cc1	-0.7	16.7%	-25.4%
CC1=C(C(=O)N(C)C)CC(CC(=O)NC2CC2)C(=O)N1Cc1ccccc1 (stereo unspecified)	-0.3	-6.0%	-1.1%
Cc1ccc(S(=O)ONc2cccc(NOS(=O)c3ccc(C)cc3)c2)cc1 (stereo unspecified)	-3.4	?	-4.8%
Cc1ccccc1NC(=O)Cc1nc(COC(=O)/C=C/c2ccc(F)cc2)cs1	4.2	3.7%	-19.1%
Cc1ccc(CN(C)C[C@@H]2OCc3cnnn3CCCC(=O)N([C@@H](C)CO)C[C@H]2C)cc1	-1.3	-4.6%	-16.2%
COc1ccc(NC(=O)C[C@H]2C(=O)N(CCc3ccccc3)C[C@@H]2c2ccc(OC)cc2)cc1	37.1	1.0%	-15.9%
N#Cc1cnc(=S)n(-c2cc(C(F)(F)F)cc(C(F)(F)F)c2)c1N	2.5	2.0%	-26.4%
CN(C(=O)COC(=O)CSc1ccccc1)c1c(N)n(Cc2ccccc2)c(=O)[nH]c1=O	1.5	3.0%	3.8%
C[C@H](O)C#Cc1cnc2c(c1)C(=O)N([C@H](C)CO)C[C@@H](C)[C@@H](CN(C)Cc1ccc(-c3ccccc3)cc1)O2	-21.5	2.8%	-12.2%
CC(=O)Nc1cccc(NC(=O)NC2CC(=O)N(c3ccc4c(c3)OCCO4)C2)c1 (stereo unspecified)	3.5	-4.0%	-8.4%
O=C1C=C(N2CCOCC2)c2cccc3cccc1c23	4.3	12.6%	-22.5%
COc1ccc(NC(=O)Cc2csc(NC(=O)Nc3ccccc3OC)n2)cc1	1.8	11.3%	-19.1%
CC(=O)NC(=Cc1ccccc1)C(=O)N1CCCC1C(=O)O (stereo unspecified)	?	-2.4%	-22.9%
Cc1ccc(-n2c(SCC(=O)NC3CCS(=O)(=O)C3)nc3ccccc3c2=O)c(C)c1 (stereo unspecified)	2.1	4.9%	-19.0%
O=c1[nH]c(CN2CCCCC2)ccc1O	-13.7	-4.5%	?
CC(OC(=O)C1=COCCO1)C(=O)NC1CCCCC1 (stereo unspecified)	-5.2	-6.0%	-4.2%
COc1ccccc1NC(=O)N(C)C[C@H]1Oc2ncc(Br)cc2C(=O)N([C@H](C)CO)C[C@H]1C	-4.8	-5.1%	-24.4%
O=C(COC(=O)COc1ccc(Br)cc1)NC1CCS(=O)(=O)C1 (stereo unspecified)	0.7	0.0%	-25.5%
Cc1ccccc1N1Cc2ccccc2C1=O	1.8	-5.4%	-32.9%
COc1ccc(NC(=O)C[C@H]2C(=O)N(c3ccccc3)C[C@@H]2Cc2ccccc2)cc1	1.1	0.3%	-30.0%
CC(=O)Nc1cccc(NC(=O)c2ccc(S(=O)(=O)NCc3ccco3)cc2)c1	1.1	-3.6%	-23.4%
[O-][n+]1ccc(CC(O)(C(F)(F)F)C(F)(F)F)cc1	3.3	-6.3%	1.3%
C[C@H](CO)N1C[C@H](C)[C@@H](CN(C)Cc2ccc3c(c2)OCCO3)OCc2cnnn2CCCC1=O	-4.6	-5.5%	-28.0%
CCc1ccc([C@@H]2C[C@H]3[C@@H](CN2S(=O)(=O)c2ccc(C)cc2)C(=O)C[C@@H](c2cccc(Cl)c2)N3S(=O)(=O)c2ccc(C)cc2)cc1	-0.9	10.1%	-21.8%
C[C@H]1CN([C@@H](C)CO)C(=O)CCCn2cc(nn2)CO[C@@H]1CN(C)S(=O)(=O)c1cccc(F)c1	-2.3	14.6%	-16.8%
COc1cc(NC(=O)CN2CCN(C(=O)c3ccco3)CC2)c(C)cc1[N+](=O)[O-]	5.4	-0.2%	-20.7%
CC(=O)Nc1ccc(NC(=O)N2CCOCC2)cc1	-6.6	11.5%	-21.2%
C#CCN(C[C@H]1[C@H](OC(=O)NCCCCCC)[C@H](OC(=O)NCCCCCC)C[C@@H](C(=O)OC)[C@H]1C(=O)OC)S(=O)(=O)c1ccc(C)cc1	-9.1	-2.6%	-23.0%
O=C(CCNC(=O)N1CC(=O)Nc2ccccc21)NCCc1ccc(Cl)cc1	-1.9	-0.7%	-22.9%
COCCNC(=S)N(CCCO)Cc1cc2cc3c(cc2[nH]c1=O)OCO3	-3.8	8.5%	-17.6%
CSc1cccc(CNC(=O)C2CCC(=O)N(CCc3ccccc3)C2)c1 (stereo unspecified)	-2.5	2.3%	2.3%
COCCCN1C(=O)C(CC(=O)NC2CCCCC2)CC(C(=O)N(C)C)=C1C (stereo unspecified)	2.4	16.3%	-17.0%
O=C(O)c1ccc(CNC(=O)C2CCN(S(=O)(=O)c3ccc4c(c3)OCCO4)CC2)cc1	5.0	0.8%	0.2%
Cc1ccc(NC(=O)CSc2nnc3ccccn23)c(Cl)c1	-2.3	-1.6%	-11.1%

17 compounds already listed, ordered by heavy-atom count, low to high.
SMILES	PI4K2A inh	IDH1 R132H inh	USP1 inh
O=c1[nH]c(CN2CCCCC2)ccc1O	-13.7	-4.5%	?
Cc1ccccc1N1Cc2ccccc2C1=O	1.8	-5.4%	-32.9%
[O-][n+]1ccc(CC(O)(C(F)(F)F)C(F)(F)F)cc1	3.3	-6.3%	1.3%
CC(=O)Nc1ccc(NC(=O)N2CCOCC2)cc1	-6.6	11.5%	-21.2%
CC(OC(=O)C1=COCCO1)C(=O)NC1CCCCC1 (stereo unspecified)	-5.2	-6.0%	-4.2%
Cc1ccc(NC(=O)CSc2nnc3ccccn23)c(Cl)c1	-2.3	-1.6%	-11.1%
O=C(COC(=O)COc1ccc(Br)cc1)NC1CCS(=O)(=O)C1 (stereo unspecified)	0.7	0.0%	-25.5%
CSc1cccc(CNC(=O)C2CCC(=O)N(CCc3ccccc3)C2)c1 (stereo unspecified)	-2.5	2.3%	2.3%
COCCCN1C(=O)C(CC(=O)NC2CCCCC2)CC(C(=O)N(C)C)=C1C (stereo unspecified)	2.4	16.3%	-17.0%
CC(=O)Nc1cccc(NC(=O)c2ccc(S(=O)(=O)NCc3ccco3)cc2)c1	1.1	-3.6%	-23.4%
COc1ccc(NC(=O)C[C@H]2C(=O)N(c3ccccc3)C[C@@H]2Cc2ccccc2)cc1	1.1	0.3%	-30.0%
O=C(O)c1ccc(CNC(=O)C2CCN(S(=O)(=O)c3ccc4c(c3)OCCO4)CC2)cc1	5.0	0.8%	0.2%
COc1ccccc1NC(=O)N(C)C[C@H]1Oc2ncc(Br)cc2C(=O)N([C@H](C)CO)C[C@H]1C	-4.8	-5.1%	-24.4%
C[C@H]1CN([C@@H](C)CO)C(=O)CCCn2cc(nn2)CO[C@@H]1CN(C)S(=O)(=O)c1cccc(F)c1	-2.3	14.6%	-16.8%
C[C@H](CO)N1C[C@H](C)[C@@H](CN(C)Cc2ccc3c(c2)OCCO3)OCc2cnnn2CCCC1=O	-4.6	-5.5%	-28.0%
CCc1ccc([C@@H]2C[C@H]3[C@@H](CN2S(=O)(=O)c2ccc(C)cc2)C(=O)C[C@@H](c2cccc(Cl)c2)N3S(=O)(=O)c2ccc(C)cc2)cc1	-0.9	10.1%	-21.8%
C#CCN(C[C@H]1[C@H](OC(=O)NCCCCCC)[C@H](OC(=O)NCCCCCC)C[C@@H](C(=O)OC)[C@H]1C(=O)OC)S(=O)(=O)c1ccc(C)cc1	-9.1	-2.6%	-23.0%

New compounds follow
SMILES	PI4K2A inh	IDH1 R132H inh	USP1 inh
CCOc1ccc(NS(=O)(=O)c2ccc(Cl)c(N=Nc3c(O)[nH]c(=S)[nH]c3=O)c2)cc1Br	-1.1	-28.5%	-25.5%
Cc1ccc(C)c(NC(=S)N2CCC(C(=O)c3ccc(F)cc3)CC2)c1	4.2	-14.6%	-24.6%
CCN1C(=O)[C@H]2[C@@H](c3ccc(C(F)(F)F)cc3)N[C@]3(CCCN(Cc4ccc(Br)cc4)C3=O)[C@H]2C1=O	-5.2	0.7%	-19.2%
CN[C@H]1C[C@H]2c3[nH]c4ccc(-c5ccc(OC)cc5)cc4c3CCN2C(=O)[C@H]1[C@H](C)O	6.1	12.6%	-23.7%
C[C@@H]1CN([C@@H](C)CO)C(=O)c2cc(Br)cnc2O[C@@H]1CN(C)C(=O)CN(C)C	-4.4	-6.2%	-12.2%
COc1ccc(NC(=O)N(C)C[C@H]2OCc3cn(nn3)CCCC(=O)N([C@@H](C)CO)C[C@@H]2C)cc1	-1.7	-7.4%	-26.7%
O=C(COC(=O)C1COc2ccccc2O1)c1ccc(F)cc1 (stereo unspecified)	2.7	3.9%	-10.4%
Cc1cc(C2=CC(=O)C[C@H](c3ccc(F)cc3)C2)ccc1F	1.8	6.4%	-19.1%
C[C@H](CO)N1C[C@H](C)[C@@H](CN(C)C(=O)c2ccccn2)Oc2cc(Br)ccc2S1(=O)=O	-0.1	0.9%	?
COc1cc2c(cc1OC)C(c1c(-c3c(Cl)cccc3Cl)noc1C)=NCC2	-0.4	15.0%	-17.9%
C[C@@H]1CN([C@@H](C)CO)C(=O)c2cc(Br)cnc2O[C@H]1CN(C)C(=O)CN1CCOCC1	-0.6	3.9%	?
COCOCCn1cc(CN2CCS(=O)(=O)N(Cc3ccc(-c4ccc(F)cc4)cc3)C(CC(C)C)C2=O)nn1 (stereo unspecified)	3.3	7.9%	-9.2%
CC(C)C1C(=O)N(Cc2cn(CCC3OCCCO3)nn2)CCS(=O)(=O)N1Cc1ccc(-c2ccc(Cl)c(Cl)c2)cc1 (stereo unspecified)	5.9	?	-17.9%
O=C(CSc1ccccc1F)NCC(c1ccco1)N1CCCCC1 (stereo unspecified)	-1.3	-1.3%	-23.7%
Cc1cc(=O)c2ccc(NC(=O)c3ccccc3)cc2[nH]1	3.4	-2.6%	-25.7%
O=C(O)C1C(c2ccccc2)=C1c1ccc(Br)cc1 (stereo unspecified)	-2.1	-0.9%	-12.7%
CCc1c(N=O)c(-c2ccccc2)n(O)[n+]1[O-]	2.9	11.5%	-16.7%

The list is partial; count on the stated rates, not on these rows.
